Assay outcomes (PubChem)
Large T inhibition: TAg ATPase/helicase activity blockers – biochemical (AID 1903) | SV40 large T antigen ATPase/helicase inhibition assay; higher % means a stronger effect | one-dose inhibition, % at 20 µM; IC50 in µM for titrated hits | 310,000 tested, 0.39% active; in the data active = a potency from the dose series; note: strong numbers were not always called active
GPR55 beta-arrestin: selective activators of receptor GPR55 – imaging, U2OS cells, beta-arrestin-GFP redistribution, primary screen (AID 1961) | U2OS GPR55 beta-arrestin-GFP redistribution imaging; higher % means a stronger effect | activation, % at 10 µM; hits with a dose series show EC50 in µM | 290,000 tested, 0.048% active;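 active = activation above 40% with more than 50 cells counted in the well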;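 note: U2OS osteosarcoma cells stably expressing GPR55 and beta-arrestin-GFP; plate controls were DMSO negative control for no effect and LPI positive control for full effect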
HIV fusion peptide: inhibitors of HIV fusion peptide binding, primary screen, biochemical, uHTS, fluorescence dequenching (AID 1986); cell-free peptide binding, fluorescence dequenching, 30 min; higher % means a stronger effect; 290,000 tested, 0.3% active; inhibition, % at 20 µM; hits with a dose series show IC50 in µM; in the data active = inhibition mostly above about 52%, no sharp cut-off; inactive = mostly below about 76%; note: some results filed as inactive read as strong as hits
GPR55 antagonists: GPR55 antagonists blocking LPI-driven arrestin recruitment, primary screen, imaging, U2OS, beta-arrestin-GFP, LPI agonist (AID 2013); U2OS GPR55 beta-arrestin-GFP translocation imaging, LPI antagonism; higher % means a stronger effect; inhibition, % at 10 µM, or IC50 in µM where a hit was titrated; 290,000 tested, 0.13% active;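 active = spots per cell inhibited over 60%, with over 100 cells counted and total cytoplasm intensity under 500,000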;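 note: U2OS cells stably carrying GPR55 and arrestin-GFP stimulated by 5 µM LPI near EC80; imaged beta-arrestin-GFP aggregate spots per cell after agonist stimulation; plate controls were LPI-stimulated DMSO wells for no effect and DMSO wells without LPI for full effect; some results filed as inactive read as strong as hits; confirmed hits need IC50 under 10 µM and bright autofluorescent wells are also inconclusive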
NOD2 inhibition: inhibition of NOD2-driven NF-kB reporter – cell-based, luminescence, uHTS, HEK293 (AID 1566). 290,000 tested, 0.63% active. inhibition, % at 4 µM; hits with a dose series show EC50 in µM. HEK293 NOD2/NF-kB luciferase reporter, luminescence; higher % means a stronger effect; note: many of its hits are not listed in these tables
MgcRacGAP inhibition: MgcRacGAP GTPase-activating activity inhibitors, confirmation, biochemical, ADP Hunter fluorescence | inhibition, % at 30 µM, or IC50 in µM where a hit was titrated | AID 624330 | MgcRacGAP-stimulated Rac1 GTP hydrolysis, ADP Hunter fluorescence; higher % means a stronger effect; GST-tagged Rac1 F28L mutant substrate | 340,000 tested, 0.6% active;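 active = first-screen hits whose inhibition reached a set limit at any dose in the follow-up dose series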;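 note: fluorescence reports GDP produced by GAP-driven GTP hydrolysis; strong numbers were not always called active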
KOR beta-arrestin-1: kappa opioid receptor blockers – cell-based, luminescence, uHTS (AID 1778). one-dose inhibition, % at 10 µM; IC50 in µM for titrated hits. 290,000 tested, 0.091% active. KOR beta-arrestin recruitment, luminescence, antagonist mode; higher % means a stronger effect; note: strong numbers were not always called active
KOR beta-arrestin-2: kappa opioid receptor activators – cell-based, luminescence, uHTS, primary screen (AID 1777) | KOR beta-arrestin recruitment, luminescence; higher % means a stronger effect | 280,000 tested, 0.02% active | activation, % at 10 µM, or EC50 in µM where a hit was titrated; in the data active = activation above about 50%, passing the limit was not always enough; note: a part of the inactive calls stands beside numbers as strong as those of hits
NOD1 NF-kB reporter: NOD1 signaling inhibitors, primary screen, cell-based, luminescence, uHTS (AID 1578); inhibition, % at 4 µM, or EC50 in µM where a hit was titrated; NOD1-driven NF-kB luciferase reporter cells, luminescence; higher % means a stronger effect; 290,000 tested, 1% active; in the data active = inhibition mostly above about 36%, no sharp cut-off; inactive = mostly below about 34%;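 note: HEK-293T reporter cells stimulated with the NOD1 agonist gamma-tri-DAP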
Numbers without * were called inactive; nt = not tested or not shown; [ ] = another dose, or the depositor's remark. Cut-off read from the data, not from the text of the source, unless noted: active = inhibition above about 50%; inactive = the rest. Some of the compounds tested, so the mix of outcomes need not match the whole.

no.	Large T inhibition	GPR55 beta-arrestin	HIV fusion peptide	GPR55 antagonists	NOD2 inhibition	MgcRacGAP inhibition	KOR beta-arrestin-1	mol	KOR beta-arrestin-2	NOD1 NF-kB reporter
1	11%	-0.2%	-0.4%	1%	0%	4%	2%	COc1cccc(CNS(=O)(=O)c2cc(CN3C(=O)c4cccnc4C3=O)ccc2OC)c1	0.0%	-28%
2	14%	0.0%	0.9%	12%	-4%	6%	23%	COc1cccc(-c2cc(C(F)(F)F)n3nc(N)nc3n2)c1	1.3%	nt
3	7%	0.3%	-1.3%	-1%	-4%	6%	-32%	CC1CCN(c2nc3c(c(=O)[nH]c(=O)n3C)n2CCCc2ccccc2)CC1	1.9%	0%
4	14%	-0.1%	0.2%	22%	16%	9%	15%	COc1ccccc1N1CCN(C(=O)C2CCCCN2S(=O)(=O)c2ccc(C)cc2)CC1 (configuration not stated)	-3.3%	-5%
5	-8%	0.6%	-1.5%	12%	20%	0%	-3%	NC(=O)CS(=O)(=O)c1ccc(Cl)cc1	-7.5%	-50%
6	8%	0.2%	-1.3%	3%	7%	1%	6%	Cc1nnc(C)n1/N=C/c1cccc([N+](=O)[O-])c1	-2.6%	-11%
7	14%	-0.1%	-0.6%	-17%	3%	1%	-20%	CC(C)Nc1nc2n(c(=O)n1)CCN2C(C)C	3.6%	-15%
8	16%	-0.1%	2.0%	-2%	8%	2%	12%	COc1ccc(NS(=O)(=O)c2ccc(Br)s2)cc1OC	0.5%	13%
9	10%	0.9%	0.9%	-1%	18%	4%	40%	Cc1cc(Oc2ccc([N+](=O)[O-])cc2)nc(N2CCOCC2)n1	1.6%	-3%
10	-1%	0.1%	-1.8%	4%	-94%	5%	-21%	COC(=O)c1ccc2nc(NC(=O)C(C)C)sc2c1	-1.6%	-50%
11	16%	-0.3%	-0.9%	-8%	14%	24%	-47%[20 µM]	CCN1CCN(CC(=O)Nc2ccc(N(C)C)cc2)CC1	-1.5%	-18%
12	-2%	0.5%	2.9%	11%	-39%	22%	8%	COc1ccc(-c2nnc(N(C)C(=O)c3ccno3)s2)cc1	-3.3%	-52%
13	13%	0.6%	0.2%	9%	-2%	-2%	-21%	Cc1cc2[nH]ncc2cc1NC(N)=S	5.6%	-11%
14	8%	0.2%	0.3%	1%	25%	nt	-5%	COCCn1c(-c2ccccc2)csc1=Nc1cccnc1	6.2%	-32%
15	2%	0.0%	-1.8%	2%	10%	0%	-34%	CCOC(=O)CNC(=O)CSc1nnc(-c2ccco2)n1Cc1ccco1	-8.3%	15%
16	-3%	-0.1%	0.7%	17%	-57%	9%	-11%	CSCc1ccc(C(=O)NCCSc2ccc(Br)cc2)cc1	2.5%	-35%
17	nt	-0.1%	0.0%	-6%	-19%	3%	-52%	Cc1ccc2c(c1)N(CC(=O)N1CCC(O)CC1)C(=O)CO2	3.1%	19%
18	7%	-0.1%	6.4%	-9%	10%	14%	-2%	O=C(Nc1sc2c(c1C(=O)O)CCC2)c1ccc(F)cc1	-2.2%	-9%
19	12%	-0.4%	1.7%	13%	-29%	7%	0%	Cc1cccc(N2CCN(C(c3ccccc3)c3nnnn3C(C)(C)C)CC2)c1C (configuration not stated)	-1.5%	-27%
20	76µM*	-0.1%	-0.8%	-4%	-35%	nt	40%	COc1ccc(N2C(=O)CC(Sc3n[nH]c(-c4cccc(C)c4)n3)C2=O)cc1 (configuration not stated)	4.8%	-7%
21	23%	0.2%	0.4%	8%	8%	7%	-19%[20 µM]	O=C(CN1CCC(NC(=O)c2ccc(Br)cc2)CC1)NCc1cccs1	nt	-40%
22	10%	-0.1%	2.3%	6%	7%	5%	2%	Nc1nonc1-n1nnc(C(=O)N/N=C/c2cccc(Cl)c2)c1-c1cccs1	1.2%	-4%
23	5%	0.3%	-1.8%	-19%	16%	0%	13%	Cc1ccc(C(=O)N/N=C/c2ccc(-c3cccc(Cl)c3)o2)cn1	-0.1%	4%
24	12%	1.4%	1.3%	2%	16%	5%	-10%	COc1ccc(Cl)cc1NC(=O)CN1c2ccccc2CC1C (configuration not stated)	-7.1%	11%
25	-3%	0.0%	0.1%	-3%	-15%	18%	-51%	COc1ccc(NC(=O)CSc2c(C)n[nH]c2C)cc1	10%	12%
26	12%	0.3%	-0.2%	6%	10%	-3%	16%	CCn1c(SCC(=O)O)nnc1-c1cccnc1	-1.5%	-21%
27	2%	-0.3%	-0.4%	-4%	0%	1%	-6%	O=C(NCC1CCCO1)C1CC(=O)N(c2ccc(Cl)cc2)C1 (configuration not stated)	-4.1%	6%
28	17%	0.3%	0.0%	-1%	4%	6%	30%	CC(NC(=O)NNC(N)=S)(C(F)(F)F)C(F)(F)F	-0.1%	-8%
29	-1%	-0.1%	-1.6%	6%	1%	8%	-27%	CN(c1ccccc1)c1nc(N)c([N+](=O)[O-])c(Nc2ccccc2F)n1	-4.5%	3%
30	10%	-0.2%	-0.2%	6%	4%	0%	29%	CC(C)CNC(=O)COC(=O)/C=C/c1ccccc1[N+](=O)[O-]	5.5%	-24%
31	nt	-0.1%	0.1%	13%	40%	2%	22%[20 µM]	CC(C)(C)C(=O)Nc1ccc(-c2nc3ccccc3c(=O)o2)cc1	-0.3%	37%
32	3%	-0.2%	0.8%	-2%	2%	7%	-8%	COc1ccccc1N1CCN(C(=O)C2CCC(CNS(=O)(=O)c3ccc(NC(C)=O)cc3)CC2)CC1 (configuration not stated)	-2.7%	-12%
33	7%	-0.1%	12%	6%	9%	8%	-14%	Clc1ccc(C2=CC(c3ccco3)n3ncnc3N2)cc1 (configuration not stated)	1.4%	28%
34	-1%	-0.5%	-1.2%	2%	3%	5%	-7%	CC1CC(CCC(=O)NC(=S)Nc2ccc(S(N)(=O)=O)cc2)C(=O)O1 (configuration not stated)	-8.4%	-42%
35	3%	-0.3%	1.7%	4%	5%	8%	2%	COc1ccc(NS(=O)(=O)c2cc(NC(=O)c3cccc(OCc4c(C)noc4C)c3)ccc2OC)cc1	6.5%	-5%
36	-8%	-0.3%	-2.1%	1%	-5%	7%	-5%	Brc1cccc(CNCc2cccs2)c1	-0.1%	-9%

Entries of single compounds as entered above.
O=C(NCC1CCCO1)C1CC(=O)N(c2ccc(Cl)cc2)C1 (configuration not stated) reads Large T inhibition = 2%; GPR55 beta-arrestin = -0.3%; HIV fusion peptide = -0.4%; GPR55 antagonists = -4%; NOD2 inhibition = 0%; MgcRacGAP inhibition = 1%; KOR beta-arrestin-1 = -6%; KOR beta-arrestin-2 = -4.1%; NOD1 NF-kB reporter = 6%
Nc1nonc1-n1nnc(C(=O)N/N=C/c2cccc(Cl)c2)c1-c1cccs1 reads Large T inhibition = 10%; GPR55 beta-arrestin = -0.1%; HIV fusion peptide = 2.3%; GPR55 antagonists = 6%; NOD2 inhibition = 7%; MgcRacGAP inhibition = 5%; KOR beta-arrestin-1 = 2%; KOR beta-arrestin-2 = 1.2%; NOD1 NF-kB reporter = -4%

New compounds follow:
no.	Large T inhibition	GPR55 beta-arrestin	HIV fusion peptide	GPR55 antagonists	NOD2 inhibition	MgcRacGAP inhibition	KOR beta-arrestin-1	mol	KOR beta-arrestin-2	NOD1 NF-kB reporter
37	19%	-0.1%	-0.6%	-12%	2%	5%	-5%	CCCNc1c(NS(=O)(=O)c2cccs2)c(=O)oc2ccccc12	-6.0%	-11%
38	1%	0.3%	-1.4%	8%	-1%	6%	-1%	CCCC(=O)N1CCN(c2ccc([N+](=O)[O-])c(NC(C)c3ccccc3)c2)CC1 (configuration not stated)	0.7%	-2%
39	15%	-0.2%	-2.5%	-2%	13%	10%	4%	O=C(NCc1ccco1)c1ccccc1-c1nc(-c2ccccc2)no1	-6.9%	-24%
40	4%	-0.2%	-0.7%	4%	8%	2%	14%	Cc1cccc(NC(=S)NC2CC3CCCC(C2)N3CC(C)C)c1 (configuration not stated)	-5.4%	-24%
41	1%	0.6%	-0.4%	-18%	-166%	3%	-17%	CCCCC1CCC(c2nc(-c3ccccn3)no2)CC1 (configuration not stated)	3.1%	-32%
42	7.3µM*	1.9%	1.6%	3%	-6%	21µM*	17%	Oc1ccc(/C=N/NC(=S)NCCN2CCOCC2)c(O)c1	-2.5%	3%
43	3%	-0.2%	1.2%	-7%	-4%	8%	-3%	O=S(=O)(Nc1ccc(Br)cc1)N1CCOCC1	1.2%	-23%
44	12%	-0.3%	0.9%	4%	-50%	4%	-22%	Cc1oc(-c2ccccc2)nc1C(=O)Nc1nccs1	2.3%	-60%
45	4%	-0.3%	-1.6%	17%	4%	10%	-14%	CN(C)CCCN(C(=O)c1ccc(Br)s1)c1nc2cc3c(cc2s1)OCO3	-1.5%	-22%
46	7%	-0.2%	2.2%	12%	-14%	6%	-1%	COC(=O)C1=C(C)N(C)C(=O)NC1c1c(O)ccc2ccccc12 (configuration not stated)	-0.1%	-25%
47	8%	0.5%	63%	0%	2%	11%	3%	COc1cc(NC(=S)Nc2cccnc2)cc(OC)c1	-4.9%	-29%
48	5%	0.1%	-0.6%	15%	10%	5%	-188%	C/C(=N\NC(=O)c1c(Cl)cnn1C)c1ccc(NC(=O)c2ccc(Br)o2)cc1	-0.2%	-34%
49	nt	-0.1%	0.7%	7%	5%	9%	-49%[20 µM]	CCOC(=O)c1c(C)n(C)c2cc(Br)c(OC)cc12	nt	-43%
50	8%	-0.1%	3.2%	12%	-5%	-5%	12%	O=C(c1cccc(NS(=O)(=O)c2ccc(F)c(F)c2)c1)N1CCN(C(c2ccccc2)c2ccccc2)CC1	5.5%	15%
51	9%	0.2%	-2.5%	9%	-1%	6%	-16%	CCS(=O)(=O)N1CCC(C(=O)NCC2CCCO2)CC1 (configuration not stated)	6.5%	-2%
52	4%	-0.2%	-1.9%	6%	7%	10%	-37%[20 µM]	O=C(Nn1cnnc1)c1ccc(Cl)cc1[N+](=O)[O-]	-2.4%	-32%
53	-2%	-0.1%	0.1%	0%	-7%	141µM*	8%	Cc1ccc(OCCCCNC(C)(C)C)c([N+](=O)[O-])c1	-0.9%	-10%
54	15%	-0.2%	2.4%	11%	-9%	11%	6%	CCC(=O)N1CCN(c2ccccc2NC(=O)COc2cccc(C)c2C)CC1	4.0%	-19%
55	-3%	0.8%	-0.3%	7%	18%	8%	-21%[20 µM]	Cc1ccc(S(=O)(=O)CC(O)COc2ccccc2C#N)cc1 (configuration not stated)	-3.9%	-5%
56	2%	-0.6%	2.8%	0%	16%	3%	-20%	CC(C)C(NS(=O)(=O)c1ccc2c(c1)OCCO2)C(=O)NCCc1ccccn1 (configuration not stated)	15%	2%
57	8%	-0.4%	0.0%	2%	8%	nt	-11%[20 µM]	CC1(C)CC(=O)C=C(Nc2ccc3c(c2)CCC3)C1	-3.3%	-18%
58	9%	0.0%	0.8%	12%	11%	4%	8%	CCCNC(=O)NCCc1ccncc1	-2.7%	10%
59	18%	0.3%	0.4%	28%	6%	-4%	-39%	CC(=O)Oc1ccc(C(=O)NCc2ccc3c(c2)OCO3)cc1	-0.7%	-6%
